FEN1 inhibitor: qHTS Assay for the Inhibitors of Human Flap endonuclease 1 (FEN1) | 390,000 tested, 0.35% active | Recombinant FEN1 flap cleavage, fluorescence, 15 min | P39748 | Potency, µM (highest dose often 114 µM), inactives show at the highest dose activity change, negative = inhibition, hits mostly inhibitors; also: nearly all actives have a fitted effect of over 65% in size
Target sequence (P39748 whole entry, looked up): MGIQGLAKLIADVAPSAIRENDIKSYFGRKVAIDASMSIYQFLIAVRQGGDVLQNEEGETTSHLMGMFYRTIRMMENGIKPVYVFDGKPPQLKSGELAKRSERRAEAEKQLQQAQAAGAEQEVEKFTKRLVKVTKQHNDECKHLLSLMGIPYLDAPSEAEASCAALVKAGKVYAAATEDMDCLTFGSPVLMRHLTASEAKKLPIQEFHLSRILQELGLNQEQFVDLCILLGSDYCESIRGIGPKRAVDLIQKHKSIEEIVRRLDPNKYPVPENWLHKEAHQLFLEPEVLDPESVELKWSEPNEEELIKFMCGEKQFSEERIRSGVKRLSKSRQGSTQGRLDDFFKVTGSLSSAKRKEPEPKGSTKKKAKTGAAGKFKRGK
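FEN1 at 10 nM, compound pretreatment for 15 min (room temperature), 50 nM final substrate to initiate; endpoint reads at 0 and 15 min; DMSO-only plates used as vehicle background.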
GCN5L2 inh: qHTS Assay for Inhibitors of GCN5L2; Histone acetyltransferase KAT2A (Homo sapiens), Q92830; GCN5L2 HAT assay, ThioGlo1 CoA-SH fluorescence; Potency, µM (top dose mostly 58.9 µM), for the others: at the highest dose activity change, negative = inhibition, hits mostly inhibitors; 390,000 tested, 0.21% active; AID 504327, 2011
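Titration-based screen in which CoA formation is detected via maleimide probe ThioGlo1 (50uM) turning fluorescent on thiol reaction; substrates H3(1-25) 75uM and acetyl-CoA 70uM, GCN5L2 20nM, 20 min incubation at room temperature.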
N370S GC: qHTS Assay for Inhibitors and Activators of N370S glucocerebrosidase as a Potential Chaperone Treatment of Gaucher Disease. Lysosomal acid glucosylceramidase (Homo sapiens), P04062. N370S GC spleen homogenate, 4MU-glucoside fluorescence. Potency, µM (series often up to 59.4 µM), for inactives: at the top dose activity change, negative = inhibition, usual class: inhibitors. 330,000 tested, 0.092% active. AID 2101, 2009;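 also: 0% = full enzyme activity and -100% = no enzyme basal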
Numbers without * were called inactive; u = inconclusive; x = no result given; & = joins results of further samples. Calls follow the shape of the dose curve; as a rule, active = well fitted curve in the direction sought with a large enough effect; inconclusive = small, poorly fitted or top-dose-only effect, or another doubt; inactive = no such curve, though single readings can be large; an effect the other way counts as inactive or inconclusive. Unless noted, % is scaled to controls: 0 for no effect and ±100 for the full control effect; potency is read from the fitted curve at half-maximal effect.

The opening 13 compounds, to show the layout:
SMILES	FEN1 inhibitor	GCN5L2 inh	N370S GC
O=C(CC(Sc1ccccc1)c1cccs1)c1ccco1 (stereo not drawn)	-20%	u	-5%
Cc1ccc(C2C(C#N)=C(N)Oc3n[nH]c(-c4cccnc4)c32)o1 (stereo not drawn)	0%	-9%	3%
O=C(Nc1ccccc1)c1ccc(CSc2ccccn2)cc1	-6%	-1%	6%
Cc1cc(NC(=O)NN2CCOCC2)nn1-c1c(Cl)cccc1Cl	5%	-16%	2%
CC(C)(C)CC(C)(C)NC(=O)CSCC(=O)Nc1ccc2ccccc2c1	-21%	-15%	-4%
Cc1ccc(S(=O)(=O)N(C)C)cc1NC(=O)COC(=O)C1CC1	-8%	-16%	6%
CCCCC(NC(=O)Cc1c(C)c2cc3c(C)c(C)oc3c(C)c2oc1=O)C(=O)O (stereo not drawn)	5%	-4%	-4%
COC(=O)c1c(NC(=O)c2ccoc2C)sc2c1CCC2	-8%	u	7%
Cc1cc(N=CC2=C(O)CCCC2=O)no1	4%	0%	4%
Cc1ccc(Cl)cc1N1CCN(C(=O)c2ccc(CS(=O)(=O)c3ccc(Br)cc3)o2)CC1	-8%	-20%	x
O=C(Cn1cc(SCc2ccccc2Cl)c2ccccc21)N1CCOCC1	-10%	1%	10%
COc1ccc(C(=O)CCc2nc3ccccc3s2)cc1	-11%	-6%	16%
O=C(NCc1ccc(F)c(F)c1)C1CCC(=O)N(CCc2ccccc2)C1 (stereo not drawn)	-3%	-7%	-13%

The listing, repeating the preview:
SMILES	FEN1 inhibitor	GCN5L2 inh	N370S GC
O=C(CC(Sc1ccccc1)c1cccs1)c1ccco1 (stereo not drawn)	-20%	u	-5%
Cc1ccc(C2C(C#N)=C(N)Oc3n[nH]c(-c4cccnc4)c32)o1 (stereo not drawn)	0%	-9%	3%
O=C(Nc1ccccc1)c1ccc(CSc2ccccn2)cc1	-6%	-1%	6%
Cc1cc(NC(=O)NN2CCOCC2)nn1-c1c(Cl)cccc1Cl	5%	-16%	2%
CC(C)(C)CC(C)(C)NC(=O)CSCC(=O)Nc1ccc2ccccc2c1	-21%	-15%	-4%
Cc1ccc(S(=O)(=O)N(C)C)cc1NC(=O)COC(=O)C1CC1	-8%	-16%	6%
CCCCC(NC(=O)Cc1c(C)c2cc3c(C)c(C)oc3c(C)c2oc1=O)C(=O)O (stereo not drawn)	5%	-4%	-4%
COC(=O)c1c(NC(=O)c2ccoc2C)sc2c1CCC2	-8%	u	7%
Cc1cc(N=CC2=C(O)CCCC2=O)no1	4%	0%	4%
Cc1ccc(Cl)cc1N1CCN(C(=O)c2ccc(CS(=O)(=O)c3ccc(Br)cc3)o2)CC1	-8%	-20%	x
O=C(Cn1cc(SCc2ccccc2Cl)c2ccccc21)N1CCOCC1	-10%	1%	10%
COc1ccc(C(=O)CCc2nc3ccccc3s2)cc1	-11%	-6%	16%
O=C(NCc1ccc(F)c(F)c1)C1CCC(=O)N(CCc2ccccc2)C1 (stereo not drawn)	-3%	-7%	-13%
O=C(COC(=O)/C=C/c1cccc(C(F)(F)F)c1)NCc1ccco1	-4%	-3%	9%
CN(C)CC(O)COc1cccc(OCC(O)CN(C)C)c1 (stereo not drawn)	4%	u	4%
Cc1cccc(C(CC(=O)NCC2(c3ccccc3)CCCC2)c2ccccc2)c1O (stereo not drawn)	-1%	-6%	x
Cc1ccc(-n2nc(C)c(C(=O)O)c2-n2cccc2)cc1	10%	-10%	-10%
CCOC(=O)c1c(C)n(O)c2ccc(Cl)cc2c1=O	1%	-27%	3%
COc1ccc(/C=N/NC(=O)c2ccccc2O)cc1CN1CCOCC1	-3%	-5%	-3%
CCc1ccc(NC(=O)CSc2nc3ccsc3c(=O)n2C(C)CC)cc1 (stereo not drawn)	-13%	-14%	x
C/C(=N\NC(=O)C1CC1)c1cccc(NC(=O)c2cccc(Cl)c2)c1	x	0%	7%
CCCc1nnc(SCC(=O)N2C(C)CCCC2C)n1CC (stereo not drawn)	-1%	-3%	-6%
CCOC(=O)c1ccc(NC2=CC(c3ccc(F)cc3)N(c3ccc(C(=O)OCC)cc3)C2=O)cc1 (stereo not drawn)	-17%	4%	x
O=C1C2C3C=CC(CC3)C2C(=O)N1/N=C/c1ccccc1O (stereo not drawn)	-2%	-1%	u
CN1CCN(c2ccccc2NC(=O)c2ccc(-c3ccc(Br)cc3)o2)CC1	-3%	-10%	-14%
Cc1[nH]c(C(=O)O)c(C)c1C(=O)OC(C)C	-5%	-1%	8%
Cn1c(N)c(C(=O)COC(=O)Cn2cc(C(F)(F)F)ccc2=O)c(=O)n(C)c1=O	1%	-5%	-14%
CN(CC(=O)Nc1cccc(F)c1)C(=O)CSc1ccc(Br)cc1	-22%	-8%	-2%
Cc1noc(NS(=O)(=O)c2ccc(NC(=O)CSc3n[nH]c(-c4ccccc4)n3)cc2)c1C	5%	-2%	-6%
CN[C@H]1CC[C@@H](c2ccc(Cl)c(Cl)c2)c2ccccc21	-3%&16%	-3%&-3%&18%&-4%	x
O=C(CCc1c[nH]c2ccccc12)NCC1CCCO1 (stereo not drawn)	-9%	3%	-3%
COc1ccc(NN=Nc2nc3c([nH]2)c(=O)n(C)c(=O)n3C)cc1	-13%	-17%	-3%
CCc1nnc(N/N=C/c2cccs2)n1N	-13%	-1%	-8%
O=C1S/C(=C\c2ccc(N3CCOCC3)o2)C(=O)N1Cc1c(F)cccc1Cl	3%	u	u
C/C(=N\NC(=O)c1ccc(Cl)cc1)c1ccc2[nH]ccc2c1	-4%	-1%	0%
O=C(CSc1nc(-c2ccccc2)cc(C(F)(F)F)n1)NCCN1CCOCC1	2%	2%	-6%
COCCCNC(=O)CSc1nc2ccccc2c(=O)n1CCCN1CCCCC1	6%	1%	-6%
O=C1CC(=O)Nc2cc(S(=O)(=O)NCc3cccs3)ccc2N1	5%	-19%	-10%
COc1ccc(Cl)cc1NC(=O)CCS(=O)(=O)c1ccc(Br)cc1	-20%	-20%	-9%
CC(=O)c1ccc(NC(=O)CC2Sc3ccccc3NC2=O)cc1 (stereo not drawn)	-5%	0%	x
CCOC(=O)c1c(C)oc2c(CN3CCN(C)CC3)c(Br)c(OC)c(O)c12	-1%	-3%	-5%
N#C/C(=C(/O)c1cccs1)c1nnc2n1CCCCC2	10%	-1%	-10%
CSc1ccc(CCNC(=O)c2csc3c2CCCCC3)cc1	0%	-2%	x
O=S(=O)(Nc1ccc(Br)cc1)c1cccc2nonc12	-5%	u	0%
COc1ccc(NC(=O)c2cc3cc(OC)ccc3oc2=N)cc1	-8%	-9%	1%
O=C(NCC1CCCO1)c1ccc([N+](=O)[O-])o1 (stereo not drawn)	1%	2%	-8%
O=C1CCC(C(=O)N(Cc2ccco2)C2(C(=O)NC3CCCC3)CCCCC2)N1 (stereo not drawn)	2%	-12%	6%
Cc1c2cccn2cc[n+]1C	3%	-25%	6%
COc1ccc(CCn2c(=N)c(C(=O)NC3CCCC3)cc3c(=O)n4ccccc4nc32)cc1OC	-12%	-20%	-1%
O=C(Nc1nnc(S(=O)(=O)N2CCCCCC2)s1)c1ccccc1Br	0%&0%	2%&-4%	-14%
O=C(O)COc1ccccc1/C=N/NC(=O)c1cc2ccccc2cc1O	-18%	-5%	1%
CCC(C)(C)NC(=O)/C=C/c1ccc(OC)c(S(=O)(=O)N2CCOCC2)c1	-2%	0%	-10%
Cc1cc(C)cc(OCC(=O)OCC(=O)NCc2ccco2)c1	9%	-2%	-6%
CCc1ccc(NC(=O)c2ccc3oc(=O)n(Cc4ccccc4)c3c2)cc1	-2%	-1%	x
COC(=O)[C@@H](NC(=O)NCc1ccco1)C(C)C	9%	-3%	13%
CCOC(=O)c1[nH]ncc1CN1CCCC(C(=O)c2cccc(OC(C)C)c2)C1 (stereo not drawn)	-10%	2%	0%
O=C(COC(=O)c1ccccn1)Nc1ccccc1OC(F)F	-7%	1%	0%
CNC(=S)N(CCc1c(C)[nH]c2ccc(OC)cc12)Cc1cc(OC)c(OC)c(OC)c1	2%	1%	-13%
C#CCN1C(=O)C(O)(CC(=O)c2cc(OC)ccc2OC)c2ccccc21 (stereo not drawn)	-9%	-3%	21%
Cc1ccc(NC(=O)CSc2nc(-c3ccccc3Cl)nc3cc(=O)[nH]n23)c(C)c1	-6%	0%	x
Next results follow:
SMILES	FEN1 inhibitor	GCN5L2 inh	N370S GC
COC(=O)C1CCN(C(=O)c2cc3ccccc3oc2=O)CC1	-6%	1%	0%
CCCCn1c2c(c(=N)c3ccccc31)CCC2	-5%	-19%	-8%
CC1=NN(c2ccccc2)C(=O)C1/C=C1/NC(=S)NC1=O (stereo not drawn)	15%	-1%	3%
Cc1ccc(C(=O)NC(NC(=S)Nc2ccc(S(N)(=O)=O)cc2)C(Cl)(Cl)Cl)cc1 (stereo not drawn)	-12%	-11%	9%
CC1CCN(S(=O)(=O)c2ccc3c(ccc(=O)n3CC(=O)Nc3ccc(C(C)C)cc3)c2)CC1	-6%	0%	x
CC1=C(C(=O)Nc2ccc(F)cc2F)C2(CCN(C(C)C)CC2)OC1=O	2%	-5%	x
Cc1cccc(NC(=O)C2CCCN(c3cnccn3)C2)c1 (stereo not drawn)	18%	0%	-9%
COc1ccc2nc(NC(=O)/C=C/c3ccc4c(c3)OCO4)sc2c1	x	5%	-1%
Cn1c(=O)c(C(=O)NCc2ccccc2Cl)c(O)c2ccccc21	-7%	u	-13%
Nc1nc(SCC(=O)NCC2CCCO2)n[nH]1 (stereo not drawn)	-2%	-12%	-5%
Cn1c(SCC(=O)Nc2ccc3c(c2)CCC3)nnc1C1CC1	6%	-9%	x
COc1ccc(NC(=O)Cc2ccc(Cl)c(Cl)c2)cn1	18%	-1%	2%
CCOc1ccc(C(=O)CC(C(=O)O)N2CCN(Cc3ccccc3)CC2)cc1 (stereo not drawn)	2%	-2%	x
CCOC(=O)c1sc2nc(C)nc(SCC(=O)N(C)C3CCS(=O)(=O)C3)c2c1C (stereo not drawn)	-19%	-2%	-3%
Cn1c(CN2CCCC2)nc2cc(NC(=O)COc3ccc([N+](=O)[O-])cc3)ccc21	15%	-3%	8%
COc1ccc(NC(=O)C2CCN(C(=O)[C@@H]3Cc4ccccc4CN3)CC2)cc1	-5%	-1%	-5%
Oc1ccc(C2=Nn3c(nnc3-c3ccco3)SC2)cc1O	50µM*	-8%	-13%
CC(=O)Oc1ccc(C(=O)NC(C)CCc2ccccc2)cc1 (stereo not drawn)	-17%	0%	3%
O=C(COc1cc(F)ccc1[N+](=O)[O-])Nc1cc(S(=O)(=O)N2CCCC2)ccc1Cl	-16%	-6%	2%
CCC(=O)N/C(=N/c1nc(C)cc(C)n1)Nc1cccc(OC)c1	2%	-4%	5%
O=C1c2cccc3cc(Br)cc(c23)C(=O)N1Nc1ccc(Br)cc1	1%	-2%	1%
Cc1nn2c(-c3ccccc3)cc(-c3ccccc3)nc2c1-c1ccc(Cl)cc1	-3%	0%	x
CC1(c2nnc(-c3ccc(F)cc3)o2)CC(c2cccc(Cl)c2)=NO1 (stereo not drawn)	-1%	-3%	11%
Cc1nc(SCc2ccccc2)c2oc3ccccc3c2n1	-5%	-9%	12%
C[C@H](NC(=O)c1[nH]cnc1C(=O)Nc1ccc(Cl)cc1)C(=O)OC(C)(C)C	-17%	4%	7%
CN1CCN(CCCNC(=O)c2ccc(/C=C3\Oc4ccccc4N(Cc4ccc(Cl)cc4)C3=O)cc2)CC1	3%	-7%	u
O=C(NNS(=O)(=O)c1ccccc1F)c1ccccc1-n1cccc1	11%	-2%	0%
CC(=O)c1ccc(NC(=O)CN2C(=O)c3cccnc3Sc3ccccc32)cc1	10%	-7%	x
COc1ccc(NS(=O)(=O)c2ccc(Oc3c(C#N)cccc3C#N)cc2)cc1	5%	-11%	-16%
FC(F)(F)c1cccc(-n2cccc2/C=N/n2cnnc2)c1	-2%	0%	-6%
Cc1cn(C)c(CC(=O)N2CCN(c3cccc(Cl)c3)CC2)c1C(=O)O	5%	0%	x
O=C(c1ccc(-c2ccccc2)cc1)N1CCC(C(=O)N2CCCC2)CC1	-11%	1%	-12%
COc1ccc(CNC(=O)Cn2c(=O)n3nc(-c4cccc(F)c4)nc3c3ccccc32)cc1OC	-5%	2%	x
COc1ccc(NC(=O)CN2CCCCC2)cc1	4%	2%	4%
O=C(O)CN(c1ccccc1)C1SC(=O)NC1=O (stereo not drawn)	5%	x	2%
Cn1c(=O)[nH]c2ncccc21	-6%	-12%	10%
Cc1ccc(S(=O)(=O)c2cnc(SCC(=O)Nc3ccc4c(c3)OCCO4)[nH]c2=O)cc1Cl	-10%	2%	x
CC(C)N(Cc1ccccc1)C(=O)COc1ccccc1	4%	0%	2%
Cc1cc(OCc2cc(C(=O)N(C)C(C)c3ccccn3)no2)cc(C)c1Cl (stereo not drawn)	-26%	-15%	-4%
COc1cc(NC(=O)CSc2nncn2C)cc(OC)c1OC	5%	-2%	-10%
COc1ccc(OCCCCOc2ccccc2Cl)cc1	-12%	u	2%

Part of the list above in order of molecular weight, smallest number first.
SMILES	FEN1 inhibitor	GCN5L2 inh	N370S GC
Cn1c(=O)[nH]c2ncccc21	-6%	-12%	10%
CC(C)N(Cc1ccccc1)C(=O)COc1ccccc1	4%	0%	2%
COc1ccc(OCCCCOc2ccccc2Cl)cc1	-12%	u	2%
